High-throughput results as filed in PubChem.
FXIa mix inh: FXIa protease inhibitors in compound pools, primary screen, biochemical, 10-compound mixtures. purified FXIa, fluorogenic substrate, pooled mixtures. inhibition, % at 5 µM. actives 0.19% (n = 62,000). Coagulation factor XI (Homo sapiens), P03951. AID 680, 2007;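 also: each value is inhibition by a whole ten-compound pool holding the compound; 0% = enzyme with no mixture and 100% = wells lacking enzyme; strong numbers were not always called active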
CatB mixtures: cathepsin B inhibitors from pooled compounds, primary screen, biochemical, compound mixtures, AMC fluorescence; P07858; Purified cathepsin B, AMC dipeptide fluorescence; inhibition, %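 (ten-compound pools at 5 µM per compound and 50 µM total)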; actives 0.06% (n = 62,000); AID 488, 2006; in the data active = inhibition above about 22%, passing the limit was not always enough; inconclusive = no clear call, values can overlap the other calls;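 also: 0% = enzyme without compound and 100% = no enzyme blank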
CatL block: inhibitors of human cathepsin L, biochemical; inhibition, %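 (tested at 10 µM)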; actives 0.17% (n = 58,000); purified cathepsin L, fluorogenic substrate, fluorescence; AID 460, 2006; in the data active = inhibition above about 45%;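 also: 0% = enzyme with no compound and 100% = no enzyme blank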
CatS block: inhibitors of human cathepsin S, biochemical, compound mixtures. AID 501, 2006. inhibition, %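 (tested at 5 µM per compound within 10-compound mixtures)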. recombinant cathepsin S, AMC dipeptide fluorescence, pooled mixtures. actives 0.06% (n = 62,000); in the data active = inhibition above about 32%, passing the limit was not always enough; inconclusive = no clear call, values can overlap the other calls;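 also: 0% = enzyme without compound and 100% = blank without enzyme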
Target sequence (P25774 115-331 limits assumed): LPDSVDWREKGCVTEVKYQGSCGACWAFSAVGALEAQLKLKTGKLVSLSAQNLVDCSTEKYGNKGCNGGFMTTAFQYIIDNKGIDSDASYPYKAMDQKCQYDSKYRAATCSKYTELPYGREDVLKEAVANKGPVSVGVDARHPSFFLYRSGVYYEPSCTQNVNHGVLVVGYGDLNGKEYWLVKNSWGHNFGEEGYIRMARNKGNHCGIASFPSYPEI
AP ELISA ortho: alternative complement pathway inhibitors, primary screen, biochemical, ELISA, human serum, orthogonally pooled compounds; LPS-coated ELISA, C3 deposition; tested in compound mixtures; inhibition, % at 5 µM; actives 0.08% (n = 62,000); AID 1235, 2008;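 active = inhibition above 30% in each of the two pooled mixtures holding the compound, so the lower value exceeds 30%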;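 also: 0% = serum in Mg-EGTA without compound and 100% = EDTA serum blank; some compounds past the cut are filed as inactive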
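Assay system: human serum alternative complement pathway, C3 deposition on LPS-coated wells; Dosing: 5 µM per compound in ten-compound mixtures; Detection: Anti-C3 ELISA, OD 450 nm; Buffer or medium: Mg2+-EGTA GVB++ buffer containing human serum at 1:15 dilution; Timing: 1 h at 37 °C; Replication: two different pools per compound.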
C1s inh: complement C1s protease inhibitors, primary screen, biochemical, 10-compound mixtures. Complement C1s subcomponent (Homo sapiens), P09871. purified C1s, fluorogenic AMC substrate, pooled mixtures. mean inhibition % of two 10-compound mixtures (active compounds read high), % at 5 µM (by protocol). actives 0.16% (n = 62,000). AID 538, 2006;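 active = inhibition above 20% in each of the two 10-compound mixture wells holding the compound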;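 also: 0% = enzyme wells lacking compound mixture and 100% = no-enzyme blank wells; some compounds called inactive have numbers as strong as hits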
Cathepsin G inh: human cathepsin G inhibitors, primary screen, biochemical, pooled compound mixtures, AMC fluorescence. P08311. AID 581, 2007. actives 0.2% (n = 62,000). inhibition, % at 5 µM (by protocol). purified enzyme, AMC-tetrapeptide fluorescence;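 active = inhibition above 20% in each of the two mixture wells holding the compound; inactive = inhibition of 20% or less in either well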;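 also: 0% = enzyme control without mixture and 100% = blank lacking enzyme; strong numbers were not always called active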
Target sequence (P08311 21-244 limits assumed): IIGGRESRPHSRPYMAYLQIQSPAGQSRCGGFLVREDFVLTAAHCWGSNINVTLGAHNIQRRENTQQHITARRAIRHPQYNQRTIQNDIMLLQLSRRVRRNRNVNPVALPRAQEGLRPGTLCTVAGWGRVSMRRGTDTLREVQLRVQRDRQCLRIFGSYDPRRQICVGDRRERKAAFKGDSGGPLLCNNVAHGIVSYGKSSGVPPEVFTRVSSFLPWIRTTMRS
FXIIa mix inh: human factor XIIa inhibitors, primary screen, biochemical, pooled compound mixtures, fluorogenic substrate | inhibition, % at 5 µM | actives 0.2% (n = 62,000) | AID 684, 2007 | purified FXIIa;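 also: 0% = enzyme without compound and 100% = no enzyme blank; some results filed as inactive read as strong as hits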
Target sequence (P00748 20-372 limits assumed): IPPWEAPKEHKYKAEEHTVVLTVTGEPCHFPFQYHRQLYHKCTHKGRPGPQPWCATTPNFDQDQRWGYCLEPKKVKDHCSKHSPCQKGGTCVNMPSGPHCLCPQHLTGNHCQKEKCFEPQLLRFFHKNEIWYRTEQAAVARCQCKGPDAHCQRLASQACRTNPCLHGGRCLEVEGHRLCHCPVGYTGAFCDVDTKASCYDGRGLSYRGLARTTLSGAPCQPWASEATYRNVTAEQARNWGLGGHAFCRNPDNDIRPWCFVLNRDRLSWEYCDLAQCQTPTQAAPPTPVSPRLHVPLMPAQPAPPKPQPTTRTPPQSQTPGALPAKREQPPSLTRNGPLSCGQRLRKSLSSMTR
Target sequence (P00748 373-615 limits assumed): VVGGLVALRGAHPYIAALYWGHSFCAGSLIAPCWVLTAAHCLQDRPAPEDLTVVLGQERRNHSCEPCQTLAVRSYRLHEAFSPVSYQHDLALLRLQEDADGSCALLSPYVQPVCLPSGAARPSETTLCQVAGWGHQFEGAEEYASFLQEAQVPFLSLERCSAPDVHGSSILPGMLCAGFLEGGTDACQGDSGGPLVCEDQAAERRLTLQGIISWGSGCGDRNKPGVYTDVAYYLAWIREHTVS
CatB inh: human cathepsin B inhibitors, primary screen, biochemical, fluorogenic substrate; purified cathepsin B, fluorescence; inhibition, %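 (tested at 10 µM)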; actives 0.1% (n = 63,000); in the data active = inhibition above about 21%;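 also: 0% = enzyme with no compound and 100% = no enzyme blank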
An asterisk follows results filed as active; ? = inconclusive; · = no result given. Rule as the data show it, unless noted: active = inhibition above about 20% (passing the limit was not always enough); inactive = the rest. Not all compounds are listed; count on the stated rates, not on these rows.

SMILES	CatL block	CatB inh	AP ELISA ortho	FXIIa mix inh	C1s inh	FXIa mix inh	Cathepsin G inh	CatS block	CatB mixtures
CCC(C)NC(=O)Cn1cc2c(n1)CCC(C)C2 (centres undefined)	·	7.7	7.5	-0.5	-35.2	9.4	-6.9	11.2	0.6
CCOC(=O)C(NC(C)=O)(OCc1ccc(F)cc1)C(F)(F)F (centres undefined)	13.9	11.1	8.3	6.6	19.5	3.2	15.9	1.5	5.2
Cc1ccc(CN(Cc2cc3cccc(C)c3[nH]c2=O)C(=O)N(C)C)cc1	0.6	1.6	-17.0	14.2	-0.2	3.4	-5.7	14.1	3.9
COc1ccc(-c2cc(=O)oc3c(C)c(O)c(CN(C)C)cc23)cc1	-11.4	1.4	2.8	3.3	8.5	1.9	14.8	17.8	6.7
COc1cccc(C(=O)Nc2ccc(NC(=O)C3CC3)cn2)c1	1.3	3.9	5.3	3.5	14.4	0.1	11.0	7.9	4.1
O=S(=O)(Nc1ccn(-c2ccccc2)n1)c1ccc(Br)cc1	-5.4	·	11.4	2.7	11.7	5.3	7.8	-9.5	10.0
CCOc1nc(-c2ccccc2)ccc1-c1noc(COc2ccccc2)n1	·	3.6	17.1	5.9	-4.1	7.0	5.0	3.8	-3.5
Cn1nnnc1SCC(=O)NC1CCCCC1	2.6	-1.8	4.3	4.2	-11.2	1.3	0.1	0.7	-1.7
CCn1c(SCC(=O)N2CCN(c3ccc(Cl)cc3)CC2)nc2ccccc2c1=O	4.3	3.4	-14.0	9.3	-64.0	-17.7	-22.9	-13.9	-9.3
Cc1nc2cc(C(=O)O)ccc2s1	-8.4	-1.1	6.2	7.3	10.7	4.7	6.9	-9.5	1.0
CCn1c(SCC(=O)c2[nH]c(C)c(C(C)=O)c2C)nnc1-c1ccncc1	17.2	4.0	4.6	5.2	-3.6	-1.2	8.6	5.6	-3.3
CCC(C)NC(=O)c1cnn2c(C)c3c(nc12)CCCC3 (centres undefined)	·	3.0	2.2	3.9	1.0	0.5	7.4	-4.3	4.2
COc1ccc(-c2c(N)nnc3c2[nH]c2ccccc23)cc1OC	14.0	-2.0	3.9	9.7	-6.1	-0.1	0.4	23.9	8.3
Cc1cccn2cc(CCNC(=O)c3ccc(Br)o3)nc12	·	7.8	19.5	2.2	8.4	6.2	7.8	-1.0	3.3
CCc1nc(N2CCOCC2)c(C#N)c2c1COC(C)(C)C2	-1.1	1.3	0.5	-13.3	-11.1	-3.6	9.1	-1.6	-4.0
O=C(NCCC1=CCCCC1)C1CCN(c2nnc(-n3cccc3)s2)CC1	·	3.9	17.0	3.7	5.9	3.4	8.6	2.4	2.6
O=C(CSC1=NCCS1)NC1CCCCC1	·	3.0	-2.2	0.1	14.6	5.2	9.7	14.9	5.7
COc1ccccc1C(=O)N1CCN(c2cccc(C(F)(F)F)c2)CC1	2.4	5.6	9.9	-16.6	-3.6	1.4	2.9	-3.3	0.4
CC(C)Sc1nc(N2CCOCC2)c2c(c1C#N)CC(C)(C)SC2	13.1	-1.0	-5.7	7.3	5.5	8.6	1.0	9.1	5.9
COc1ccc(CC(=O)N2CC3(C)CC2CC(C)(C)C3)cc1OC (centres undefined)	10.7	3.0	6.5	-20.0	-1.3	7.3	-2.5	16.0	1.7
COc1ccc(N(C(=O)Nc2ccc(Cl)cc2)C2=NCCC2)cc1	1.1	2.2	17.0	-5.7	3.2	0.6	8.5	-1.3	3.9
CCOCCCNC(=O)CN1CCN(c2ccc(F)cc2)CC1	19.1	-3.5	-15.0	7.3	-4.3	-5.4	-1.0	7.7	-1.5
COc1ccccc1-c1nnc(NC(=O)c2ccc(S(=O)(=O)N(C)C)cc2)o1	10.6	6.8	9.5	2.5	4.3	-3.4	7.2	56.8	1.6
COc1ccc(OC)c(-c2cc(C(=O)Nc3c(C)nn(Cc4ccccc4Cl)c3C)no2)c1	15.4	0.2	11.4	4.3	-3.8	0.7	10.9	2.5	2.4
CC1=C(C(=O)OC2CCCC2)C(c2ccc(C)o2)C2=C(CC(c3cccs3)CC2=O)N1 (centres undefined)	8.1	5.7	-2.0	0.8	1.9	0.2	-4.8	19.3	5.6
Cc1ccc2[nH]c(=O)c(CN(Cc3ccccc3Cl)C(=O)N3CCOCC3)cc2c1	13.1	4.5	-6.6	20.6	-16.2	-4.7	22.5	?	2.5
CC1CN(C(=O)c2cnn3c(C(F)F)cc(-c4ccccc4)nc23)CC(C)O1 (centres undefined)	·	3.4	3.6	8.5	17.5	17.6	28.0	7.2	4.2
CCCc1cc(=O)[nH]c(SCC(=O)Nc2ccc(OC(F)F)cc2)n1	8.9	-2.5	18.2	-14.9	-13.7	3.9	0.3	3.7	8.3
O=C(CN(C1CCCCC1)S(=O)(=O)c1ccc(F)cc1)NC1CC1	-8.2	4.1	15.5	24.4	-2.7	-1.8	9.1	-4.5	-7.5
CCCCCOC(=O)c1ccc(NC(=O)c2ccco2)cc1	-12.6	-0.4	13.4	1.5	7.5	12.8	10.6	-5.6	1.2
CCOC(=O)c1c(OCC)[nH]c2c1cc(O)c1ccccc12	·	4.9	8.9	3.6	-0.6	-0.5	11.5	-0.2	1.5
CCOC(=O)c1ccc(NCc2ccc3c(c2)OCO3)cc1	18.9	3.7	-2.6	3.6	-1.3	10.0	2.0	26.1	1.6

Results in CatB mixtures and AP ELISA ortho, for some of the entries so far:
structure	CatB mixtures	AP ELISA ortho
O=C(NCCC1=CCCCC1)C1CCN(c2nnc(-n3cccc3)s2)CC1	2.6	17.0
O=C(CSC1=NCCS1)NC1CCCCC1	5.7	-2.2

The results go on:
SMILES	CatL block	CatB inh	AP ELISA ortho	FXIIa mix inh	C1s inh	FXIa mix inh	Cathepsin G inh	CatS block	CatB mixtures
COc1ccc(C(=O)Nc2cccc(OC)c2)cc1	0.3	-2.5	16.3	-11.8	3.4	-1.0	8.0	-3.6	2.5
COCc1cc(C)nc(SCC(=O)Nc2cccc(C)c2)c1C#N	10.9	7.8	-0.5	21.5*	-13.3	2.2	-4.2	8.9	-1.3
O=C(O)COc1ccc(-c2nnn(Cc3ccccc3F)n2)cc1	10.8	1.8	21.6	10.4	1.4	3.6	8.6	-3.5	2.5
COc1ccc2nc(N3CCCC3)c(C#N)cc2c1	·	2.0	-2.2	-2.5	-4.2	6.8	-4.2	-6.6	0.3
Cc1cc(C)n(-c2ccc(C(=O)Nc3sccc3C(N)=O)cc2)n1	-6.5	1.6	3.5	2.0	16.6	8.5	13.1	-4.7	2.4
Cc1oc2cc3c(C(=O)N4CCCCC4)c(C)oc3cc2c1C(=O)N1CCCCC1	28.8	-2.4	-22.4	-1.8	1.1	-1.2	-3.7	6.8	0.1
CCc1ccccc1OCC(=O)NC1CCCC1	·	3.0	9.6	4.9	16.3	0.3	10.8	0.1	2.9
COc1cccc(C(=O)NC2=NCCS2)c1	-0.6	1.0	4.5	3.7	-1.1	2.2	6.0	-2.4	4.3
CC(C)(C)NS(=O)(=O)c1ccc(CCC(=O)NCc2ccco2)cc1	8.2	6.9	-1.3	2.9	-9.3	4.6	-1.1	10.5	3.9
O=C(Nc1cnc2ccccc2c1)c1cccnc1	-3.5	-1.2	16.1	6.7	12.7	6.4	10.4	-4.2	2.8
Cn1c(SCCOc2cccc(Cl)c2)nnc1-c1ccncc1	12.6	6.7	7.2	2.8	11.7	8.9	9.2	0.9	3.1
Cc1ccc(C)c2[nH]c(=O)c(CCNC(=O)c3cc4ccccc4o3)cc12	·	4.8	10.1	4.0	-18.2	-3.5	7.2	15.2	0.8
COCC(=O)Nc1ccccc1NC(C)=O	-0.9	0.1	1.5	2.0	0.2	-0.9	-4.5	-6.0	1.4
COc1ccc(-c2nc(CS(=O)CC(=O)NCC3CCCO3)c(C)o2)cc1 (centres undefined)	22.2	-0.8	10.1	-28.3	15.5	0.8	9.8	-0.1	-3.3
Cc1noc(/C=C/NCc2cccnc2)c1S(=O)(=O)N(C)CC(=O)N1CCc2ccccc21	17.9	-2.1	16.4	-24.4	-77.5	5.1	-6.3	4.7	-4.5
CCn1c(=O)c(C2=NS(=O)(=O)c3ccccc3N2)c(O)c2ccccc21	9.3	8.8	-11.7	6.3	-8.5	2.8	-9.1	20.2	8.7
C=CCSc1nnc(CSc2nc3sc4c(c3c(=O)[nH]2)CCCC4)n1-c1ccccc1	0.8	0.4	2.0	8.4	1.6	1.5	7.9	-8.6	4.6
CCc1ccc(NC(=O)CSc2nc3cc(C(=O)OC)ccc3c(=O)n2Cc2ccco2)cc1	0.7	2.6	11.7	-17.2	16.6	1.7	11.5	-2.1	6.9
O=C(O)C1CCC(CNCc2cccnc2)CC1 (centres undefined)	0.5	2.7	16.7	-0.5	-12.1	3.4	6.2	-1.2	1.1
CCOC(=O)N1CCC(N2C(=O)c3ccc(C(=O)O)cc3C2=O)CC1	20.5	3.2	7.8	10.4	-235.2	-27.4	-17.3	-13.6	-10.5
COc1ccc(C(C)=O)cc1COC(=O)c1cc(C)oc1C	0.4	-4.5	21.3	6.3	-0.1	4.7	-3.7	-13.1	-3.8
CC(C)(C)n1nnnc1C(c1ccncc1)N1CCCCCC1 (centres undefined)	15.6	3.7	12.9	4.4	-1.6	-4.4	5.7	7.8	0.7
O=C1C(c2ccc(F)cc2)N(C2CCCCC2)C(=O)CN1C1CCCC1 (centres undefined)	-3.7	5.0	0.4	1.2	15.3	-0.5	10.5	8.1	1.6
COc1ccccc1OCCCCCc1c(C)n[nH]c1C	6.0	·	2.3	-16.4	-205.0	-33.3	-24.8	-41.2	-16.4
O=C(c1ccccc1-c1nc(-c2ccc(F)cc2)no1)N1CCCC1	3.9	-5.4	-2.5	1.3	-2.3	5.4	-0.3	-1.9	-3.6
CC(C)(Oc1ccc(CCNC(=O)c2ccc(Cl)cc2)cc1)C(=O)O	16.2	·	15.6	30.7	15.2	10.1	8.9	-4.5	4.3
CC(C)C(C(=O)NCc1ccco1)N(C(=O)CNS(=O)(=O)c1ccc(Cl)cc1)C1CCCC1 (centres undefined)	-6.2	0.7	11.6	6.9	-8.6	4.7	2.7	-4.2	2.3
O=C(NCc1ccccn1)c1cn(Cc2ccccc2)nn1	3.5	1.7	-8.5	1.4	-26.1	-2.0	-5.5	-3.1	-1.0
CSc1nc(=NC(C)=O)ss1	-3.5	3.7	-4.1	-22.9	-11.2	-2.0	1.5	15.6	1.2
Cc1cc(C)c(NC(=O)CCCOC(=O)C2=COCCO2)c(C)c1	27.2	8.5	-0.2	4.2	3.2	-4.8	-3.4	9.1	-0.5
CCCCS(=O)(=O)Nc1ccc2ncn(C)c(=O)c2c1	5.1	3.7	4.1	6.8	-14.2	-17.9	7.5	7.6	-2.7
COC(=O)c1ccc2c(c1)C(=O)N(C1CCCCC1)C2=O	10.1	3.2	11.7	-19.0	0.3	4.8	11.3	-1.8	-9.5
